# Compound activity as filed in PubChem.
# D2 ag: D2 dopamine receptor (human) agonism | P14416 | HEK293 T-REx D2 cells, calcium flux agonist mode | activation, % at 2 µM | actives 0.53% (n = 340,000) | AID 485358;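 active = activation over 3 SD above normal in the single-dose calcium agonist read, cut at about 30% in these data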; also: 0% is about no effect
#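 Agonism scored from kinetic calcium signal (1 read/sec, 180 s) following compound pin transfer, after a 10 s baseline. Cells: HEK293 Trex line expressing inducible D2 receptor coupled to calcium, dye-loaded after overnight culture at 30 C.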
# TRHR PAM: allosteric enhancers of human TRH receptor. TRHR cells, fluo-8 calcium fluorescence, EC20 TRH enhancement. enhancement, % at 2 µM. actives 0.66% (n = 360,000); in the data active = enhancement above about 30%; also: 0% is about no effect
#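 TRHR-expressing cells loaded with fluo-8 calcium dye were read kinetically (ex 480/em 530) during compound addition, then stimulated with an EC20 of TRH (10 nM final). Enhancement of the Gq-mediated intracellular calcium response was scored.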
# D2 antagonist: antagonizes the human D2 dopamine receptor; AID 485344; inhibition, % at 10 µM; actives 2% (n = 340,000); P14416; HEK293 TREx D2 cells, calcium flux, dopamine EC80; in the data active = inhibition above about 30%; also: 0% is about no effect
#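 Read-out: kinetic calcium fluorescence (1 cycle/s) in inducible HEK293 T-REx D2 cells after an EC80 dopamine addition that followed 180 s compound preincubation. Loss of the dopamine response indicates antagonism.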
# D1 PAM: enhances dopamine response at the human D1 receptor. HEK293 TREx D1 cells, calcium flux, dopamine EC20 potentiation. potentiation, % at 10 µM. actives 0.036% (n = 360,000); in the data active = potentiation above about 30%; also: 0% is about no effect
# RXFP1 antag: RXFP1 (human) relaxin receptor antagonism; Q9HBX9; HEK293-RXFP1, relaxin-stimulated cAMP HTRF, 30 min; stronger effect = lower value; activity change, negative = inhibition, % at 57.5 µM; actives 0.59% (n = 350,000);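 active = activity change of -60% or lower, but not beyond a set lower limit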; also: % is scaled to controls: 0 for no effect and ±100 for the full control effect
# Target sequence (Q9HBX9 whole entry, looked up): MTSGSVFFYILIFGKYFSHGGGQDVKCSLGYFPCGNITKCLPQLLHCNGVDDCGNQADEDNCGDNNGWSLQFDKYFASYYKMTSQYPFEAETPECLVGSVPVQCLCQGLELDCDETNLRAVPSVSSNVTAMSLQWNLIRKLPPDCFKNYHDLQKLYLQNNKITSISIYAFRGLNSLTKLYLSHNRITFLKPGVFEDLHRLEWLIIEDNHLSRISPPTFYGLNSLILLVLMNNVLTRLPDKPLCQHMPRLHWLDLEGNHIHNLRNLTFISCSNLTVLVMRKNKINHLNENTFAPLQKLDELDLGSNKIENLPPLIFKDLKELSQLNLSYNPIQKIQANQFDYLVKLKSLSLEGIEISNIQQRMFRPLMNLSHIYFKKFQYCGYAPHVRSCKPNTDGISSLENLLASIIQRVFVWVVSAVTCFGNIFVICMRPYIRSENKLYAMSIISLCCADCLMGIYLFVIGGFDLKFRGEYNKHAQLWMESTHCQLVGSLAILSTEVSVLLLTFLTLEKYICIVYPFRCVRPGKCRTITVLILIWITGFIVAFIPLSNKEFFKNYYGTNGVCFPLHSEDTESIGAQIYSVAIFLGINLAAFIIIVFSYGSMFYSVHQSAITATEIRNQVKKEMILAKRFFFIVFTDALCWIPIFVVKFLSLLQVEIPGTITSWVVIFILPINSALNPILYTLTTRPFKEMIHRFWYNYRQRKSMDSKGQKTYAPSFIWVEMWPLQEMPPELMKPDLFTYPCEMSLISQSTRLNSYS
# D1 antag: antagonists of human D1 dopamine receptor; HEK293 TREx D1 cells, calcium flux, dopamine EC80; stronger effect = lower value; activity change, negative = inhibition, % at 10 µM; actives 3.2% (n = 360,000); in the data active = activity change below about -30%; also: % is scaled to controls: 0 for no effect and ±100 for the full control effect
#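 After overnight tetracycline induction at 30 C, force-coupled D1 HEK293 cells took up a no-wash calcium dye at room temperature. Compounds were added and monitored 180 s, and the response to EC80 dopamine was then recorded.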
# D2 PAM: positive allosteric modulators of human D2 dopamine receptor; HEK293 T-REx D2, calcium flux, EC20 dopamine potentiation; actives 0.34% (n = 340,000); potentiation, % at 10 µM; P14416;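 active = potentiation over 3 SD above the plate norm, cut at about 30% in these data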; also: 0% is about no effect
#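 Cells plated with tetracycline inducer and held overnight at 30 C; calcium dye loaded 30–90 min at room temperature; baseline taken, compound added and read 180 s; EC20 dopamine then added and read 180 s.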
# D1 agonist: human D1 receptor agonism. HEK293 T-REx D1 cells, calcium flux, agonist mode. activation, % at 2 µM. P21728. actives 1% (n = 360,000); also: 0% is about no effect
#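 Tetracycline-induced HEK293 TREx D1 cells, force-coupled to calcium signalling, were dye-loaded with a no-wash calcium kit. Compound was pin-added after a 10 s baseline. Fluorescence was read kinetically at 1 cycle/s for 180 s, with calcium rises flagged as agonism.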
# TRHR ag: activates the human TRH receptor; P34981; TRHR cells, calcium flux fluo-8, FDSS agonist mode; activation, % at 2 µM; actives 0.18% (n = 360,000); AID 493084; also: 0% is about no effect
#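 TRHR-expressing cells loaded with fluo-8 calcium dye; 23 nL library compound pin-transferred, kinetic FDSS fluorescence (Ex 480/Em 530) recorded about 180 s for agonist-induced calcium release, before a 10 nM TRH EC20 addition for potentiator mode.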
# An asterisk follows results filed as active; / = not tested or not shown; & = joins results of further samples. Rule as the data show it, unless noted: active = activation above about 30%; inactive = the rest. Not a hit list; about 7.3% have a hit in one of these screens.
# Sample of the layout, three compounds:
molecule,D2 ag,TRHR PAM,D2 antagonist,D1 PAM,RXFP1 antag,D1 antag,D2 PAM,D1 agonist,TRHR ag
COc1cc(C(=O)OCC(=O)N2CCC(Cc3ccccc3)CC2)cc(OC)c1OC,0.7,8,8,-2,7,0,9,4,-0.8
N#Cc1c(/N=C/c2ccc(Br)s2)sc2c1CCC2,0.3,-4,-30,-1,3,-10,3,-1,-1.3
CC(=O)C1=C(O)C(=O)N(Cc2ccco2)C1c1ccccc1 (configuration not stated),0.5,-1,-4,-9,14,4,11,1,0.8

# The list itself (from the top)
molecule,D2 ag,TRHR PAM,D2 antagonist,D1 PAM,RXFP1 antag,D1 antag,D2 PAM,D1 agonist,TRHR ag
COc1cc(C(=O)OCC(=O)N2CCC(Cc3ccccc3)CC2)cc(OC)c1OC,0.7,8,8,-2,7,0,9,4,-0.8
N#Cc1c(/N=C/c2ccc(Br)s2)sc2c1CCC2,0.3,-4,-30,-1,3,-10,3,-1,-1.3
CC(=O)C1=C(O)C(=O)N(Cc2ccco2)C1c1ccccc1 (configuration not stated),0.5,-1,-4,-9,14,4,11,1,0.8
Cc1nc2c([nH]c3ccccc32)c(=O)n1N,0.0,-3,-5,-5,-13,5,-1,2,-1.2
O=C(CCNS(=O)(=O)c1cccc2nsnc12)NCCC1=CCCCC1,-0.2,4,1,-2,-4,-2,-1,1,-0.4
O=c1[nH]c2cc3c(cc2cc1CN(Cc1cccnc1)Cc1nnnn1Cc1ccco1)OCCO3,-0.2,-3,12,-1,5,19,1,3,0.9
CCOC(=O)C1(Cc2ccc(OC)cc2)CCN(C(=O)Cn2cnnn2)CC1,-0.4,8,-6,3,-12,0,-3,0,0.6
COc1ccc(N2CCN(C(=O)Cn3nnc(-c4ccc(OC)c(OC)c4)n3)CC2)cc1,-0.4,5,5,-2,-16,-3,-3,2,-0.3
COc1ccc(CC(=O)NC(c2ccccc2)c2ccccc2)cc1S(=O)(=O)N1CCOCC1,-0.5,-7,21,-1,0,-5,3,1,-0.2
O=C(OCC(=O)c1ccc(Cl)cc1Cl)c1cnccn1,2.0,19,-11,-2,-26,-5,-7,2,-0.1
Cc1cccc(CN2CCN(c3nc4nonc4nc3NC3CC3)CC2=O)c1,0.4,-2,0,-5,0,2,-6,3,0.2
C#CCOCCOCCOCCNc1nc(N2CCN(C(=O)CCCCCCCCCCNC(=O)[C@H](CO)n3cc(CCCSC)nn3)CC2)nc(N2CCN(C(=O)CCCCCCCCCCNC(=O)[C@@H]([C@H](C)O)n3cc(C)nn3)CC2)n1,1.8,-4,-2,0,/,-5,3,15,1.9
COc1ccccc1NC=C1C(=O)OC2(CCCCC2)OC1=O,/,-8,/,-2,5,9,/,-1,7.5
COc1ccc(NC(=O)c2cc3ccc4c5ccccc5[nH]c4c3cc2O)cc1,2.4,5,4,-3,-2,14,6,2,18
CCN(CC(=O)Nc1c(F)cccc1F)C(=O)C1CC(=O)N(c2ccccc2OC)C1 (configuration not stated),/,-2,/,-4,8,-12,3,1,0.5

# An excerpt from above in order of number of heavy atoms, high to low.
molecule,D2 ag,TRHR PAM,D2 antagonist,D1 PAM,RXFP1 antag,D1 antag,D2 PAM,D1 agonist,TRHR ag
O=c1[nH]c2cc3c(cc2cc1CN(Cc1cccnc1)Cc1nnnn1Cc1ccco1)OCCO3,-0.2,-3,12,-1,5,19,1,3,0.9
Cc1cccc(CN2CCN(c3nc4nonc4nc3NC3CC3)CC2=O)c1,0.4,-2,0,-5,0,2,-6,3,0.2
N#Cc1c(/N=C/c2ccc(Br)s2)sc2c1CCC2,0.3,-4,-30,-1,3,-10,3,-1,-1.3

# Next structures follow:
molecule,D2 ag,TRHR PAM,D2 antagonist,D1 PAM,RXFP1 antag,D1 antag,D2 PAM,D1 agonist,TRHR ag
O=C(COc1ccc2c(c1)OCO2)NC12CC3CC(CC(C3)C1)C2,-1.1,-5,-13,-2,3,-2,-6,2,1.0
CC(OC(=O)COc1ccc(C#N)cc1)C(=O)c1ccccc1 (configuration not stated),-0.4,0,32*,/,3,-14,3,8,0.2
O=C(Nc1nc(-c2cccc3ccccc23)cs1)c1ccc2c(c1)S(=O)(=O)c1ccccc1C2=O,1.2,-2,7,16,-5,4,-21,1,0.3
COCCCNC(NC(=O)c1ccc(Br)cc1)C(Cl)(Cl)Cl (configuration not stated),-0.6,-2,-9,1,18,-15,10,0,0.4
CCCCn1c(SCC(=O)Nc2ccc(NC(C)=O)cc2)nc2ccccc2c1=O,-0.8,4,7,0,54,-3,1,9,-0.6
O=C(NCc1ccccc1)c1cc2sccc2n1Cc1ccc(F)cc1,0.1,-7,/,-2,/,15,5,7,1.0
O=S(=O)(NCC1CCCN(Cc2ccccc2)C1)c1cccc2cccnc12 (configuration not stated),/,-8,/,-10,-2,-7,/,1,-1.6
CCOC(=O)N1CCN(CC(=O)Nc2cc(OC)c(OC)cc2C#N)CC1,0.1,0,2,-3,-4,-10,-5,1,0.6
O=C(Cn1nc(Cc2cccnc2)c2ccccc2c1=O)Nc1ccc2c(c1)OCO2,-0.2,-9,12,6,5,15,-11,0,0.0
Cc1cccc(-c2nnc(SCC(=O)NCc3ccc4c(c3)OCO4)n2C)c1,/,-4,/,0,-5,0,/,2,-0.7
CCn1c(COc2cccc(C)c2)nnc1SCC(=O)CC(=O)Nc1ccccc1OC,0.5,5,6,-2,9,3,-5,1,-0.1
COc1cccc(S(=O)(=O)Nc2ccc(C(=O)N3CCOCC3)cc2)c1,-1.1,-6,-17,10,-6,-3,-11,1,0.3
CSCCC(CO)NC(=O)OCc1ccccc1 (configuration not stated),0.2,-1,4,-4,4,4,6,0,0.0
CCc1ccc2oc(C(=O)Nc3ccccc3OC)cc(=O)c2c1,-0.8,-4,/,-1,2,3,-2,1,-0.3
CC1(C)CC(=O)C=C(Nc2ccc(S(N)(=O)=O)cc2)C1,0.7,5,-4,2,-15,-2,-7,3,0.1

# Single values from the entries so far:
# Under TRHR PAM, O=c1[nH]c2cc3c(cc2cc1CN(Cc1cccnc1)Cc1nnnn1Cc1ccco1)OCCO3 reads -3
# Under TRHR ag, CCCCn1c(SCC(=O)Nc2ccc(NC(C)=O)cc2)nc2ccccc2c1=O reads -0.6
# Under TRHR ag, CSCCC(CO)NC(=O)OCc1ccccc1 (configuration not stated) reads 0.0
# Under TRHR ag, O=C(COc1ccc2c(c1)OCO2)NC12CC3CC(CC(C3)C1)C2 reads 1.0

# (further entries)
molecule,D2 ag,TRHR PAM,D2 antagonist,D1 PAM,RXFP1 antag,D1 antag,D2 PAM,D1 agonist,TRHR ag
COc1ccc(CCNS(=O)(=O)c2ccc3c(c2)CC(C)N3C(C)=O)cc1OC (configuration not stated),-0.3,6,-1,0,3,-13,1,1,0.3
Cc1ccc(NC(=O)c2ccc(S(=O)(=O)N3CCCCC3)cc2)cc1,-0.3,-3,-16,-7,6,-8,-6,4,0.3
COCCN1CCN(c2cc(-c3ccccc3)nc3cc(-c4cccc(F)c4)nn23)CC1,-0.4,1,18,2,-3,9,-20,2,0.1
COc1ccc(CCNC(=O)c2cc3c(=O)n(C)c4ccccc4c3n2C)c(OC)c1,0.4,-2,5,0,-2,10,-4,2,0.4
Cc1ccc(C(=O)NCC(=O)OCn2nnc3ccccc3c2=O)cc1,0.3,-1,-21,-7,1,-10,4,2,-0.3
CCOC(=O)N1CCN(C(=O)C2CC(c3ccc(F)cc3)=NO2)CC1 (configuration not stated),-0.2,4,1,/,8,5,8,2,0.5
Cn1c(N2CCCC2)nc2c1c(=O)n(Cc1ccc(F)cc1)c(=O)n2C,3.0,2,9,0,3,-5,7,0,0.8
COc1ccc(CCNC(=O)C2CC2)cc1OC,/,-7,/,0,-15,-3,/,1,0.0
CN(C)CCCNC(=O)c1ccccn1,-0.1,9,13,-5,11,6,-6,1,1.0
Cc1ccc(-c2csc(NCCn3c(C(F)(F)F)nc4ccccc43)n2)cc1,0.2,4,-2,-6,/,-9,7,0,-0.5
COC(=O)C(NC(=O)CCc1c(C)nc2c(c(C)nn2-c2ccccc2)c1C)C(C)C (configuration not stated),-0.6,-3&-1,-10,8&-2,6&-9,0&-2,11&-2,5&6,-0.4&-0.8
CC(C)CC(=O)N1CCN(C(=O)c2cccc(F)c2)CC1,1.5,-1,-7,-6,-2,0,-3,1,0.9
O=S(=O)(c1ccccc1)c1nc(Nc2ccccc2N2CCOCC2)sc1Cl,0.0,-2,12,0,12,-5,13,0,-0.1
COc1ccc(NC(=O)CC(C)(C)C)c([N+](=O)[O-])c1,0.4,-8,24,-4,17,0,-6,2,-0.3
Cc1ccc(CONC(=O)c2ccc(Cl)cc2)cc1,0.4,4,6,-6,-9,-20,-9,1,-2.8
C=CCc1ccc(OCc2ccc(C(=O)OC)o2)c(OC)c1,1.2,6,-10,0,-4,-3,2,4,-0.2
Cc1onc(-c2c(Cl)cccc2Cl)c1C(=O)N=S(C)(=O)c1ccccc1 (configuration not stated),0.3,1,8,-2,-26,3,0,2,-0.2
COc1ccc(S(=O)(=O)NCCSC(C)(C)C)cc1Cl,0.1,2,-8,-3,-11,-30,13,8,0.0
NCCc1nnc(SCc2ccccc2F)o1,0.8,3,14,1,6,-8,8,4,0.7
COc1ccc(Cl)cc1NC(=O)CN(C)C(=O)c1cc2ccccc2cc1OC,-0.5,3,-1,-4,-14,1,-5,4,0.1
CCOc1cc(C2NC(=O)c3c(sc4c3CCN(C)C4)N2)ccc1OC(=O)c1ccc(Br)cc1 (configuration not stated),1.4,-9,/,0,-7,1,-4,3,1.1
CCOC(=O)CSc1nnc(-c2ccc(S(=O)(=O)N3CCOCC3)cc2)n1-c1ccccc1,-1.3,4,-12,4,-10,-8,23,0,-1.5
CC(NC(=O)c1nn(C)c(=O)c2ccccc12)c1ccc(F)cc1 (configuration not stated),-0.4,-9,0,-4,7,2,-9,1,-1.3
COc1cc2c(cc1OC)CN(CC(=O)Nc1ccc(F)cc1)CC2,1.6,16,1,11,6,0,12,0,-0.1
O=C(c1ccc(S(=O)(=O)NCc2ccco2)cc1)N1CCN(Cc2ccc3c(c2)OCO3)CC1,1.8,-4,20,0,-8,-17,5,2,-0.2
Cc1nn(C(=O)c2cccs2)c(C)c1CN1C(=O)c2ccccc2C1=O,-0.1,-3,-4,-4,14,-9,2,1,-0.5
Cc1ccc(NC(=O)N2CCSc3ccccc32)cc1,-0.3,8,-19,0,-5,-19,6,0,1.4
Cc1ccc(O)c(Nc2ncnc3ccccc23)c1,-0.4,0,-20,-11,6,-29,-2,9,0.2
